VLA-4 inh: inhibition in a human VLA-4 binding assay | P13612 | VLA-4 expressing cells, ligand binding flow cytometry | inhibition, % (about 7 µM as worked out from the volumes in the protocol) | 330,000 tested, 0.2% active | AID 2557; in the data active means inhibition above about 50%
GLD-1 RNA inh: GLD-1-TGE RNA interaction inhibition (C. elegans). inhibition, % at 5.96 µM. 320,000 tested, 0.44% active. Q17339. purified GLD-1 + fluorescein TGE RNA, fluorescence polarization. AID 2280;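 active means percent inhibition above a per-plate cutoff, the plate mean of test compounds plus 3 SD, cut at about 30% in these data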;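 further: 0% = DMSO wells with GLD-1 and probe and 100% = wells lacking GLD-1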
Target sequence (Q17339 whole entry, looked up): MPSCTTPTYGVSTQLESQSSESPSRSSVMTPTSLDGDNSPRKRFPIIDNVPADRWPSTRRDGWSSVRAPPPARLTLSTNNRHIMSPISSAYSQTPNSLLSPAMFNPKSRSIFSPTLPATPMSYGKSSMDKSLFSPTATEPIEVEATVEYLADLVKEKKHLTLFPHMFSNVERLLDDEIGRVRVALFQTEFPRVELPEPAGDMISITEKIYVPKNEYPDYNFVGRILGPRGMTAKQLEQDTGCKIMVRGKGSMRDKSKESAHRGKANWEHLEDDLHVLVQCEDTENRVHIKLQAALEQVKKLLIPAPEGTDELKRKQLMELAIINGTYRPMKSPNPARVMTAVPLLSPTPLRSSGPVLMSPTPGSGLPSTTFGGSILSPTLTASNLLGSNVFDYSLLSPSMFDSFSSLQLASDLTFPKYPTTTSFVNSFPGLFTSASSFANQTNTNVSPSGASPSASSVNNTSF
GRK2 inh: blocks RNA aptamer binding to human GRK2; P25098; bead flow cytometry, FAM-aptamer displacement from GRK2; inhibition of aptamer binding, % at 10 µM; 330,000 tested, 0.59% active; AID 488847;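 active means inhibition of aptamer binding above 40%, roughly 3 SD of noise, on plates passing a quality check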;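 further: median bead fluorescence of bound FAM aptamer so fluorescent compounds give negative values; no value below 0 was filed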
Bcl-xL primary: inhibitors of human Bcl-xL. Q07817. inhibition, % at 10.9 µM. GST-Bcl-xL / FITC-Bim BH3 peptide fluorescence polarization. AID 2129. 320,000 tested, 0.7% active;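 active means inhibition above the mean of all tested compounds plus 3 SD, cutoff set per campaign, cut at about 30% in these data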;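 further: 0% = DMSO wells and 100% = unlabeled Bim-BH3 peptide competitor; inhibitors lower millipolarization by displacing the labeled peptide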
MCL1 BIM primary: MCL1-BIM-BH3 interaction inhibition (human) | Q07820 | GST-MCL1 / FITC-Bim-BH3 fluorescence polarization | inhibition, % at 10.9 µM | 320,000 tested, 0.68% active;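 active means inhibition above the mean inhibition of all tested compounds plus 3 SD, set per campaign, cut at about 40% in these data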;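 further: 0% = DMSO wells and 100% = unlabeled Bim-BH3 peptide control; higher means more loss of mP so more displacement of Bim peptide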
MEX-5 binding: C. elegans MEX-5 TCR-2 RNA binding activity; Q9XUB2; MEX-5/FITC-TCR2 RNA binding, fluorescence polarization; stronger effect = lower value; activity score (negative = inhibition of binding), % at 10 µM; 300,000 tested, 0.38% active; AID 1832;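 active means inhibition past about -25% in most replicates, and total fluorescence under double the plate's negative control median, limit read from the data; inconclusive means replicates evenly split on the limit, or fluorescence at least double controls; inactive means too little inhibition in most replicates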;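 further: 0% = DMSO and -100% = 5 µM competing unlabeled TCR2 RNA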
Target sequence (Q9XUB2 whole entry, looked up): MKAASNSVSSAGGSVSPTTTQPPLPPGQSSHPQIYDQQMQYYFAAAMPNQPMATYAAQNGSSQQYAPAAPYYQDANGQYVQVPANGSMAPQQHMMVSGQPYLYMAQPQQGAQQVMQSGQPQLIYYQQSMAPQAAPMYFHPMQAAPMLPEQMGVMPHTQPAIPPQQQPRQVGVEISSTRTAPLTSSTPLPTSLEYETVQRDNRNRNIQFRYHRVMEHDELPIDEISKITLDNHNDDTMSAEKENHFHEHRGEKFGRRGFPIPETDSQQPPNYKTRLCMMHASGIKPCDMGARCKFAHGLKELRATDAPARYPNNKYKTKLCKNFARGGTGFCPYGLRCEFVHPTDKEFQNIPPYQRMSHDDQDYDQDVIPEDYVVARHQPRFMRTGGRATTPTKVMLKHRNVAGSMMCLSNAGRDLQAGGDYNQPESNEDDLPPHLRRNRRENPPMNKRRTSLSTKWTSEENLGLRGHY
CIT2 TOR yeast: alters CIT2-GFP fluorescence in TOR pathway yeast screen; S. cerevisiae CIT2-GFP strain, flow cytometry, 3 h; 100 means same as DMSO wells; GFP response vs DMSO, % at 10 µM; 320,000 tested, 0.065% active; AID 2029;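 active means GFP response relative to DMSO above a set limit, near the screen mean plus 3 SD, cut at about 150% in these data; inconclusive means Fewer than 70 cells measured for a yeast strain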;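 further: ratio of well median GFP fluorescence to mean of DMSO wells on the plate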
Fam108B inh: Fam108B inhibition, counter-screen for RBBP9 inhibitors; recombinant Fam108B, FP-Rh probe fluorescence polarization; inhibition, % at 9.51 µM; 300,000 tested, 0.33% active;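 active means inhibition above the screen mean inhibition plus 3 SD, computed separately per campaign, cut at about 18% in these data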;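 further: inhibitors lower polarization as less probe binds the enzyme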
AGP1-GFP MLPCN: yeast TOR pathway AGP1-GFP modulation; S. cerevisiae AGP1-GFP multiplex flow cytometry, 3 h; GFP as percent of DMSO wells; GFP response vs DMSO, % at 10 µM; 320,000 tested, 0.02% active; AID 2066;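 active means GFP response relative to DMSO above a set limit, near screen average plus 3 SD, cut at about 150% in these data; inconclusive means fewer than 70 cells counted for the yeast strain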;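 further: median GFP channel fluorescence of the gated AGP1 strain per well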
* = called active by the depositor; ? = inconclusive; nt = not tested or not shown; [ ] = another dose, or the depositor's remark.

Screens in order: VLA-4 inh | GLD-1 RNA inh | GRK2 inh | Bcl-xL primary | MCL1 BIM primary | MEX-5 binding | CIT2 TOR yeast | Fam108B inh | AGP1-GFP MLPCN
> O=C(COC(=O)c1ccc(Br)cc1)NC1CCCC1
  6 | 7 | 0 | 7 | 2 | -0.8 | 98 | 0 | 105
> Cn1c(CC(=O)Nc2ccccc2)nnc1SCC(=O)NC1=NCCS1
  -1 | 6 | 0 | -4 | -3 | 1.0 | 97 | -2 | 99
> Cc1ccc2[nH]c(=O)c(CN(CCCO)C(C)c3nnnn3Cc3ccco3)cc2c1 (centres undefined)
  2 | 1 | 7 | 12 | 8 | 2.8 | 89 | 0 | 103
> CCc1ccc(NS(=O)(=O)c2ccc(C)c(C(=O)N3CCOCC3)c2)cc1
  15 | 7 | 5 | -13 | -13 | 2.0 | nt | 6 | 98
> O=C(Nc1ccc(NC(=O)c2ccccc2Cl)nc1)c1ccco1
  -7 | 1 | 1 | 4 | 1 | 0.6 | 99 | 2 | 99
> Cc1ccc(Nc2ncc3c(n2)CC(C)(C)CC3=O)cc1
  10 | -4 | 0 | 1 | 8 | -2.2 | 75 | 2 | 83
> Cc1ccccc1Nc1nnc(-c2ccc(C(=O)NCCO)cc2)c2ccccc12
  7 | 0 | 1 | 2 | 2 | 0.6 | 95 | -4 | 95
> Clc1ccccc1CSc1nnc([C@@H]2CCCN2)o1
  19 | 5 | 4 | 2 | 0 | 1.4 | 91 | -4 | 101
> NC(=O)c1c(NC(=O)c2ccccc2)sc2c1CCN(Cc1ccccc1)C2
  2 | -121 | 0 | -41 | -76 | -27* | 102 | -1 | 102
> CC(=O)c1c(C)oc2ccc(N(C(C)=O)S(=O)(=O)c3cccc4cccnc34)cc12
  -3 | -2 | 2 | 6 | 1 | 0.7 | 99 | 0 | 105
> Cc1ccc(S(=O)(=O)c2cn(CC(=O)Nc3ccccc3)c3ccc(F)cc3c2=O)cc1
  -7 | 4 | 1 | -1 | 2 | 0.2 | 103 | -7 | 103
> Cc1ccc(Cn2c(SCC(=O)NCc3ccco3)nc3ccsc3c2=O)cc1
  -4 | 5 | 1 | -1 | -2 | -1.2 | 99 | -5 | 97
> COc1ccc(C(=O)NC(=S)N2CC(C)OC(C)C2)cc1OC (centres undefined)
  29 | 5 | 56* | -6 | -4 | 1.9 | 98 | 1 | 107
> CCOC(=O)c1cc(-c2cccc([N+](=O)[O-])c2)on1
  0 | 1 | 1 | 4 | 0 | -3.8 | 99 | -2 | 96
> Cc1cccc(-c2c3c(=O)n(C)c(=O)n(C)c3cn2CCO)c1
  4 | 7 | 1 | 8 | -2 | -0.2 | 92 | 3 | 91

Results in MEX-5 binding, CIT2 TOR yeast and GRK2 inh, for six of the compounds above:
Compound | MEX-5 binding | CIT2 TOR yeast | GRK2 inh
Clc1ccccc1CSc1nnc([C@@H]2CCCN2)o1 | 1.4 | 91 | 4
O=C(Nc1ccc(NC(=O)c2ccccc2Cl)nc1)c1ccco1 | 0.6 | 99 | 1
Cc1ccc(Nc2ncc3c(n2)CC(C)(C)CC3=O)cc1 | -2.2 | 75 | 0
O=C(COC(=O)c1ccc(Br)cc1)NC1CCCC1 | -0.8 | 98 | 0
Cc1ccc(S(=O)(=O)c2cn(CC(=O)Nc3ccccc3)c3ccc(F)cc3c2=O)cc1 | 0.2 | 103 | 1
Cn1c(CC(=O)Nc2ccccc2)nnc1SCC(=O)NC1=NCCS1 | 1.0 | 97 | 0

Back to the main list, starting two compounds before the break.
Screens in order: VLA-4 inh | GLD-1 RNA inh | GRK2 inh | Bcl-xL primary | MCL1 BIM primary | MEX-5 binding | CIT2 TOR yeast | Fam108B inh | AGP1-GFP MLPCN
> CCOC(=O)c1cc(-c2cccc([N+](=O)[O-])c2)on1
  0 | 1 | 1 | 4 | 0 | -3.8 | 99 | -2 | 96
> Cc1cccc(-c2c3c(=O)n(C)c(=O)n(C)c3cn2CCO)c1
  4 | 7 | 1 | 8 | -2 | -0.2 | 92 | 3 | 91
> COc1ccc(-c2cc3ccccc3oc2=O)cc1NC(=O)c1ccc(Br)o1
  11 | 2 | 0 | 0 | -5 | -5.4 | 105 | -35 | nt
> CCS(=O)(=O)Nc1ccc(C2=NN(C(=O)c3ccco3)C(c3cccc(F)c3)C2)cc1 (centres undefined)
  4 | 1 | 2 | -1 | -4 | 0.1 | 102 | -4 | 100
> CCOc1ccc(CCNC(=O)C2CCC(=O)N2C2CCCCC2)cc1OCC (centres undefined)
  0 | -3 | 0 | 7 | 4 | -0.7 | 106 | -2 | 103
> Cc1ccc(S(=O)(=O)Cn2nnnc2CN2CCN(C(=O)c3ccco3)CC2)cc1
  -3 | 1 | 10 | 10 | 11 | 0.2 | 91 | 0 | 103
> CC(=O)OC1COC(OC2C(O)C(C)OC(OC3C(OC4CCC5(C)C(CCC6(C)C5CC=C5C7CC(C)(C)CCC7(C(=O)O)CCC56C)C4(C)CO)OCC(O)C3O)C2O)C(O)C1OC(C)=O (centres undefined)
  40 | -4 | 0 | 10 | 12 | nt | 94 | -1 | 94
> CCOC(=O)/C(C#N)=C/c1ccc(OCC(=O)Nc2ccccc2)c(OC)c1
  0 | 1 | 0 | -2 | 0 | 0.8 | 86 | -7 | 88
> O=C(CN1C(=O)NC2(CCCCC2)C1=O)Nc1ccc(N2CCCCC2)cc1
  15 | 5 | 0 | nt | nt | nt | 123 | nt | 105
> COc1ccc(-n2c(SCC(=O)N3CCCCC3)nnc2-c2cccnc2)cc1
  -3 | -2 | 5 | 1 | -2 | -0.1 | 105 | 2 | 96
> COC(=O)c1ccc2c(=O)n(CCCCCC(=O)NCc3ccccn3)c(=O)[nH]c2c1
  -9 | -4 | 13 | 3 | 3 | -2.4 | 101 | 0 | 110
> N#CCN1CCN(CC(=O)Nc2cccc3ccccc23)CC1
  -8 | 1 | 0 | 10 | 11 | 1.3 | 94 | 6 | 98
> Cc1nn2c(N3CCCC3)c3c(nc2c1-c1ccccc1)CCC3
  2 | -2 | 1 | 2 | -1 | -3.5 | 102 | 0 | 108
> O=C(O)CSc1nccc2ccccc12
  -7 | 1 | 0 | -1 | -3 | -1.3 | 107 | 0 | 100
> COc1ccc(S(=O)(=O)Nc2cc3c(cc2C(C)=O)OCO3)cc1
  5 | 5 | 1 | 10 | 3 | -1.1 | 101 | -1 | 104
> COc1ccc(C(=O)Oc2ccc3oc(=O)sc3c2)cc1
  14 | 8 | 1 | 6 | 8 | -0.4 | 100 | 0 | 101
> COC(=O)CSc1nc(N2CCOCC2)c2c(c1C#N)CC(C)(C)OC2
  10 | 3 | 0 | -1 | 3 | 0.4 | 102 | 4 | 109
> CCOc1cc(/C=C/C(=O)OCC(=O)NCc2ccco2)cc(Cl)c1OC
  8 | 9 | 2 | -2 | -3 | -0.5 | 101 | 0 | 100
> Cn1c(=O)c2c(ncn2CC(=O)N2CCN(c3cccc(Cl)c3)CC2)n(C)c1=O
  7 | -4 | 2 | 1 | 1 | 1.3 | 102 | -5 | 101
> O=C(COc1ccccc1)Nc1cccc2nsnc12
  1 | 12 | 4 | 4 | 7 | -4.0 | 100 | 5 | 97
> CC(Sc1ncnc2c1cnn2-c1ccccc1)C(=O)NCC1CCCO1 (centres undefined)
  6 | -1 | 0 | 3 | 4 | -0.5 | 97 | -1 | 97
> O=C(O)c1cc2c(ccc3ccccc32)o1
  -15 | 0 | 6 | 4 | -3 | 3.5 | 105 | 3 | 109
> CC1(C)CC2(CCO1)OC(=O)CC2C(=O)Nc1ccc(Br)cc1 (centres undefined)
  15 | 0 | 3 | -3 | -7 | -1.9 | 107 | -1 | 115
> Cc1cccc(C)c1OC(=O)CSc1nnc(-c2ccccc2)o1
  14 | 8 | 1 | 9 | 18 | -1.3 | 105 | 2 | 106
> COc1cccc(/C=N/NC(=O)c2c(C)nc3ccc(Cl)cn23)c1O
  3 | -14 | 2 | 10 | 11 | -0.3 | 103 | 7 | 98
> O=C(NN=Cc1cc(Br)c(O)c(Br)c1)c1ccccc1NS(=O)(=O)c1cccs1
  3 | 2 | 7 | nt | nt | nt | 95 | nt | 101
> CN(C)c1cccc(C(=O)OCC(=O)N2CCc3ccccc3C2)c1
  0 | -7 | 2 | 2 | -7 | -0.9 | 93 | 0 | 99
> C/C(=C1/SC(N2CC(C)OC(C)C2)=NC1=O)c1ccccc1 (centres undefined)
  9 | -3 | 0 | 6 | 5 | -1.8 | 98 | 0 | 101
> O=C(COc1ccc([N+](=O)[O-])cc1)Nc1nc(-c2ccccn2)cs1
  -13 | -11 | 4 | 11 | 8 | 1.9 | 117 | 4 | 107
> O=C(O)c1ccc2c(c1)C(=O)/C(=C\c1ccco1)C2=O
  1 | 27 | 58* | 41* | 64* | ? | 103 | 18* | 102
> CS(=O)(=O)c1ccc(C(=O)NC(Cc2ccccc2)c2ccccc2)cc1 (centres undefined)
  -24 | 7 | 0 | 2 | -5 | -0.9 | 101 | -5 | 101
> Cn1cc(C(=O)Nc2ccc(F)c(F)c2)cn1
  15 | 0 | 0 | -1 | 4 | 2.7 | 97 | -5 | 101
> O=C(/C=C/c1ccc(Br)cc1)NC(=O)c1ccccc1O
  17 | 2 | 2 | 4 | 14 | 1.0 | ? | 4 | 24[may fluoresce violet]
> O=C(c1ccccc1)c1cc2cc(Cl)ccc2[nH]1
  9 | 0 | 0 | 5 | 4 | -0.5 | 98 | 1 | 95
> O=C1CCN(Cc2ccccc2)CCN1CCO
  nt | 5 | nt | -1 | -10 | 0.6 | nt | 1 | nt
> COc1ccc(N2CCC(CNC(=S)Nc3cc(C)ccc3C)C2)cc1 (centres undefined)
  -7 | -2 | 0 | 6 | 5 | 0.2 | 107 | 2 | 115
> O=C1N/C(=C/c2ccc(N3CCOCC3)o2)C(=O)N1c1ccccc1
  -2 | 6 | 0 | -13 | -49 | nt | 102 | 6 | 95
> Cc1ccccc1NC(=O)C(=O)Nc1ccccc1C
  2 | 0 | 4 | 5 | 2 | 0.3 | 82 | -3 | 90
> O=C(NNc1cc(Br)c(O)c(Br)c1)c1ccccc1
  -7 | 12 | 6 | 15 | 7 | -2.4 | 94 | 5 | 94
> COC(=O)[C@H](CCSC)NC(=O)[C@@H](Cc1cnc[nH]1)NC(=O)OCc1ccccc1
  10 | -5 | 1 | 7 | -3 | 6.5 | 93 | 4 | 99
> CCCn1c(C)cc(C(=O)CSc2nc3nc(C)cc(C)n3n2)c1C
  3 | -8 | 0 | 9 | 5 | 2.1 | 107 | -2 | 97
> Cc1cc(C)c(OCC(=O)OCC(=O)N2CCCc3ccccc32)c(C)c1
  -17 | 6 | 0 | 6 | 7 | 1.2 | 99 | 0 | 92

High-throughput results (PubChem)
